Screening results (PubChem)
GAA glycogen mod – GAA glycogen-cleavage inhibition or activation; AID 2100; P10253; 300,000 tested, 0.38% active; Potency, µM (doses to about 76.4 µM), for the others: at the highest dose activity change, negative = inhibition, actives largely listed as inhibitors; recombinant GAA, glycogen substrate, Amplex Red glucose oxidase fluorescence; active = well fitted inhibition curve with a large enough effect; inconclusive = small, poorly fitted or top-dose-only effect, or another doubt; inactive = no such curve, though single readings can be large or run the other way;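 also: 0% = full enzyme reaction and -100% = no-enzyme basal signal; the screen sought inhibitors and activators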
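Natural-substrate format: glycogen cleavage by 4 nM human enzyme, glucose read by Amplex Red coupling (Ex 573, Em 610 nm). Normalized to enzyme and no-enzyme controls.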
* = called active by the depositor; u = inconclusive; [ ] = dose if it differs, or a comment. Potency is read from the fitted curve at half-maximal effect. Only part of the results is shown (hit frequency here may not be typical).

| SMILES | GAA glycogen mod |
| --- | --- |
| Cc1cc(C2(O)C(=O)Nc3ccccc32)ccc1F (stereo not drawn) | 0% |
| COc1ccc(C2=NN(C(=O)c3ccco3)C(c3ccco3)C2)cc1OC (stereo not drawn) | -4%[76.3 µM] |
| COCC(=O)Nc1cc(C)cn(Cc2c(F)cccc2Cl)c1=O | 0%[76.3 µM] |
| O=C(NC1CCCC1)C(c1ccncc1)N(C(=O)Cn1nnc(-c2ccccc2F)n1)c1cccc(F)c1 (stereo not drawn) | 1% |
| OCCCNc1c2ccccc2nc2ccccc12 | 2% |
| Cc1c(CC(=O)N2CCN(C(=O)C3COc4ccccc4O3)CC2)c(=O)oc2c(O)c(O)ccc12 (stereo not drawn) | 6.3µM* |
| O=C(Cc1ccccc1Cl)NCc1cccnc1 | -3%[76.3 µM] |
| Cc1ccc(S(=O)(=O)n2c(C)nc3cc(C)ccc32)cc1 | 2%[76.3 µM] |
| CC1=C(C(=O)OCc2ccc([N+](=O)[O-])cc2)N2C(=O)C(NC(=O)Cc3ccccc3)C2SC1 (stereo not drawn) | -7%[76.3 µM] |
| CCOc1cc(/C=C2\C(=N)N3N=C(S(C)(=O)=O)SC3=NC2=O)ccc1OCCOc1cccc(OC)c1 | -8% |
| Cc1nn(C)c(C)c1CCC(=O)NC1CC(C)(C)Cc2c1cnn2-c1ccccc1 (stereo not drawn) | -9%[76.3 µM] |
| Cc1ccc(NS(=O)(=O)c2csc(C(N)=O)c2)c(C)c1 | 6% |
| COC(=O)c1c(C(=O)OC)c(-c2ccc(OC)cc2)n2c1CS(=O)C2 (stereo not drawn) | -3% |
| CCC(C)NC(=O)CSc1nc2ccccc2c(=O)n1CCCN1CCCCC1 (stereo not drawn) | 11%[76.3 µM] |
| Cc1cccc(C(=O)NC(=S)Nc2cccc3nc(C)ccc23)c1 | -3%[76.3 µM] |
| COc1cc(OC)c(NC(=O)c2sc3ncn(CC(=O)N4CCOCC4)c(=O)c3c2C)cc1Cl | -13%[76.3 µM] |
| COc1ccc(N2CC(C(=O)Nc3nnc(SCC(=O)NCc4ccco4)s3)CC2=O)cc1 (stereo not drawn) | -4%[76.3 µM] |
| O=S(=O)(c1ccccc1)N1CCC(O)(CN2CCN(c3ccccc3)CC2)CC1 | 1% |
| O=C1c2ccsc2SCCN1Cc1c(F)cccc1Cl | -6% |
| O=C(CN1CCN(C(=O)c2ccccc2)CC1)Nc1ccccc1 | 0% |
| Cc1ccc(S(=O)(=O)NCC(=O)OCc2nnc(-c3ccccc3)o2)cc1 | -3%[76.3 µM] |
| COc1cc(C2=NOC(C(=O)NCc3cccnc3)C2)cc(OC)c1OC (stereo not drawn) | 1% |
| CCS(=O)(=O)N1Cc2ccccc2CC1C(=O)NCCc1ccccc1 (stereo not drawn) | 5% |
| CCC(C)NC(=O)c1cc(-c2cccs2)nc2ccccc12 (stereo not drawn) | 0% |
| CCOc1ccc(Br)cc1S(=O)(=O)N1CCSC1 | -13%[76.3 µM] |
| O=C(CCC(=O)Nc1ccc(F)cc1)N/N=C/c1ccc(O)cc1 | -11% |
| Cc1cc(C)n(CC(=O)NNC(=O)C2CC(=O)N(Cc3ccccc3Cl)C2)n1 (stereo not drawn) | -1%[76.3 µM] |
| COc1ccc(C)cc1NC(=O)n1ncc2c(C)cccc21 | 6% |
| O=C(NCCNC(=O)c1cc(Cl)ccc1Cl)c1cnccn1 | -4%[76.3 µM] |
| NNC(=O)c1cc(C2CC2)nc2ccc(Br)cc12 | 5% |
| COc1ccccc1N1CC(C(=O)Nc2nnc(SCC(=O)NCC3CCCO3)s2)CC1=O (stereo not drawn) | -6%[76.3 µM] |
| Cc1ccc(N2C(=O)c3ccccc3C2=O)nc1 | 4% |
| Cc1ccc(C)c(CN2C(=O)CSc3ccc(C(=O)NCCN4CCOCC4)cc32)c1 | -2% |
| Cc1ccn2cc(-c3ccc(O)c(O)c3)nc2c1 | u |
| CCOc1cc(/C=C2\N=C(SC(C)C(N)=O)N(c3ccc(OC(F)F)cc3)C2=O)ccc1O (stereo not drawn) | -2%[76.3 µM] |
| COc1cccc(OC)c1OCC(O)CN1CCN(c2ccc(F)cc2)CC1 (stereo not drawn) | -12% |
| CC1(C)Cc2c(sc(NC(=O)c3ccc(C(=O)c4ccccc4)cc3)c2C#N)C(C)(C)N1 | -10%[76.3 µM] |
| Cc1ccccc1CCNC(=O)C1CCC(=O)N(CCc2cccc(F)c2)C1 (stereo not drawn) | 11%[76.3 µM] |
| CCOC(=O)C1CCCN(S(=O)(=O)c2ccc(-c3cc(C)no3)s2)C1 (stereo not drawn) | 4%[76.3 µM] |
| CCCN(CCC)S(=O)(=O)c1cccc(C(=O)N=c2sccn2C)c1 | 1%[76.3 µM] |
| COC(=O)COc1ccc2cc(-c3ccc(OC)cc3)c(=O)oc2c1 | -5%[76.3 µM] |
| COc1cccc(/C=C2\CCCCC2=O)c1 | -6% |
| CC(C)[C@H](NC(=O)N1CCn2c1nc1ccccc12)C(=O)N[C@@H](Cc1ccccc1)C(=O)O | -7%[76.3 µM] |
| O=C(O)CCn1c(SCCOc2ccccc2F)nc2ccccc21 | 1%[76.3 µM] |
| C/C(=N\NC(=O)c1c[nH]c2ccccc12)c1ccc(C)s1 | -7%[76.3 µM] |
| CN1CCN(C(=O)/C(=C/c2cccc([N+](=O)[O-])c2)NC(=O)c2ccccc2)CC1 | -11% |
| Cn1c(CC(=O)Nc2ccc(F)cc2)nnc1SCC(=O)Nc1nncs1 | -13% |
| Clc1cccc(OCCCCN2CCCCC2)c1 | -4%[76.3 µM] |
| Cc1ccc(NC(=O)C2CCCN2C(=O)OCc2ccccc2)cc1C (stereo not drawn) | -3%[76.3 µM] |
| C=CCN(CC=C)C(=O)c1ccc(OC2CCN(C(C)=O)CC2)c(OC)c1 | -8%[76.3 µM] |

(next part)
canonical_smiles	GAA glycogen mod
O=C(COC(=O)c1c(F)cccc1F)NCCNC(=O)COC(=O)c1c(F)cccc1F	-1%[76.3 µM]
Cc1ccc2c(c1)cc(C(=O)N[C@@H](Cc1ccccc1)C(=O)O)n2C	1%
O=C(NCc1ccc(F)c(F)c1)C1CCC(=O)N(CC2CCCCC2)C1 (stereo not drawn)	-2%[76.3 µM]
Cc1ccc2occ(/C=N/NC(=O)c3ccc(Cl)cc3)c(=O)c2c1	-7%[76.3 µM]
Cc1ccc(NC(=O)CCCC(=O)OC(C)C(=O)c2ccccc2)cc1 (stereo not drawn)	4%
CN1CCN(S(=O)(=O)c2cccc(C(=O)Nc3cccc(S(N)(=O)=O)c3)c2)CC1	1%
CCCCNC(=O)C1CCN(Cc2ccc(OCc3ccccc3)c(OC)c2)CC1	7%[76.3 µM]
CCn1cc(C(=O)NCCCOC(C)C)c(=O)c2cc(S(=O)(=O)N3CCC(C)CC3)ccc21	-1%[76.3 µM]
COC(=O)C1CCN(C(=O)c2ccc3oc(Cc4ccc(Cl)cc4)nc3c2)CC1	-3%[76.3 µM]
COc1ccccc1NC(=O)c1ccc2nsnc2c1	4%
CCOc1ccccc1NC(=O)Nc1ccc(OC)nc1	-8%
C/C(=N\NC(=O)c1ccc(-c2ccccc2)cc1)c1ccco1	-5%
COc1cc(C(=O)NCCNc2nc3ccc(C)cc3cc2C#N)cc(OC)c1OC	3%[76.3 µM]
O=C(NC1CCCN(Cc2ccc(Cl)cc2)C1)C1CCC1 (stereo not drawn)	-4%[76.3 µM]
CCCn1c2ccccc2c2cnn(CC(=O)NCCCN3CCCC(C)C3)c(=O)c21 (stereo not drawn)	-6%[76.3 µM]
O=C(COc1ccc2c(c1)OCO2)Nc1nnc(Cc2ccccc2)s1	0%
CC(=O)NN1C(=O)c2ccccc2NC1c1ccccc1 (stereo not drawn)	-7%
CC1(C)CC(=O)C2=C(C1)O[C@@]1(CCCCN3C(=O)c4ccccc4C3=O)Cc3cc(C#N)ccc3C2O1	12%[15.3 µM]
CCCCn1c(C)cc2c(c1=O)[C@H]1O[C@](CCCCN3C(=O)c4ccccc4C3=O)(Cc3ccccc31)O2	12%[15.3 µM]
COCCN1C(=O)c2ccc(C(=O)NCc3ccco3)cc2C1=O	-2%[76.3 µM]
CCn1c(SCC(=O)N2CCN(c3ccccc3)CC2)nc2c([nH]c3ccccc32)c1=O	0%[76.3 µM]
Cc1ccccc1NC(=O)CN1CCC(C(=O)c2ccc3c(c2)OCCO3)CC1	-7%[76.3 µM]
COc1ccc(-c2nc3ccccc3c(=O)n2O)cc1	-14%
CC(=O)Nc1ccc(NC(=O)c2c([N+](=O)[O-])cnn2C)cc1	-1%[76.3 µM]
CC1CCCCN1CCCNC(=O)c1ccc2nc(N3CCCCC3)sc2c1 (stereo not drawn)	13%[76.3 µM]
O=C(O)COCC(=O)N1CCc2c([nH]c3ccccc23)C1C(F)(F)F (stereo not drawn)	3%
N#CCOC(=O)[C@H](Cc1ccccc1)N1C(=O)c2ccccc2C1=O	-7%
CCOc1ccccc1C(=O)NC1CCNCC1	22%[76.3 µM]
COCCNC(=O)C(c1ccc(F)cc1)N(C(=O)CCC(=O)Nc1ccccn1)c1cccc(C)c1 (stereo not drawn)	3%
O=C(CSc1nncn1-c1ccccc1)N1CCCC1	-9%
CCc1ncc(CN2CCCC(C(=O)Nc3ccc(-c4cscn4)cc3)C2)cn1 (stereo not drawn)	-13%[76.3 µM]
COc1cc(NS(=O)(=O)c2ccc(NC(=O)c3cccnc3)cc2)ncn1	2%[76.3 µM]
O=C(C[n+]1ccccc1)N/N=C/c1cccc(Cl)c1Cl	-4%
Cc1ccc(C(=O)NC(=S)NNC(=O)COc2ccc([N+](=O)[O-])cc2)cc1	-15%
CCc1nnc(NC(=O)CSC(=S)N2CCOCC2)s1	-4%[76.3 µM]
COc1cc(NC(=O)CSc2ccc(-c3ccco3)nn2)cc(OC)c1	4%[76.3 µM]
Cc1ccccc1OCC(=O)NC1CCCCCCC1	-1%
CC1(C)CC(NC(=O)c2ccc(-c3ccc([N+](=O)[O-])cc3)o2)CC(C)(C)N1	-2%[76.3 µM]
COc1ccc(NC(=O)C2CC(c3ccccc3Cl)=NO2)cc1 (stereo not drawn)	1%[76.3 µM]
O=C(CSc1ccccc1)Nc1ccc2c(c1)OCO2	-1%
CN(C)CCn1cnc2c1c(=O)n(C)c(=O)n2C	-1%[76.3 µM]
CC1CC(C)CN(S(=O)(=O)N2CCCC(C(=O)NCCc3ccc(Cl)cc3)C2)C1 (stereo not drawn)	2%[76.3 µM]
O=C(c1cccc(F)c1)N1CCN(Cc2cccc(Br)c2)CC1	-14%[76.3 µM]
Cc1ccc2[nH]c(=O)c(CN(CC3CCCO3)C(=O)c3cccs3)cc2c1 (stereo not drawn)	2%
CCOC(=O)C1CCN(C(=O)C2CCN(c3nn4c(=O)cc(C)nc4s3)CC2)CC1	-11%[76.3 µM]
O=C(NC1CCN(C(=S)Nc2ccc(Cl)cc2)CC1)C1CCCCC1	0%
O=C(Nc1cccc(Cl)c1)c1cccnn1	5%
CCn1nc(C)cc1C(=O)N1CCCC(Nc2ccc(C(C)C)cc2)C1 (stereo not drawn)	-11%[76.3 µM]
Cc1onc(-c2ccccc2Cl)c1C(=O)N1CCC(C)CC1	3%
OC(CN1CCOCC1)Cn1c2ccccc2c2ccccc21 (stereo not drawn)	1%

Going on with the list.
canonical_smiles	GAA glycogen mod
NS(=O)(=O)c1ccc(CCNC(=O)c2ccc[nH]c2=S)cc1	u
COc1ccc(-n2c(CN3CCN(c4ccc(F)cc4)CC3)nc3ccc([N+](=O)[O-])cc3c2=O)c(OC)c1	-2%
O=C(CNCc1cccs1)Nc1ccc(OC(F)(F)F)cc1	1%
COc1ccc2oc(=N)c(C(=O)Nc3ccc(Cl)cc3)cc2c1	-1%[76.3 µM]
CO/N=C(/C(=O)N[C@@H]1C(=O)N2C(C(=O)O)=CCS[C@H]12)c1cnc(N)s1	3%[76.3 µM]
Cc1ccc(C2=NS(=O)(=O)N(C)C(C(=O)N3CCCCC3)=C2)cc1	12%[76.3 µM]
CCCNC(=O)c1ccccc1NC(=O)C1=CSCCO1	-2%[76.3 µM]
CC(=O)c1cc(C(=O)N2CCCC(C(=O)c3ccc(Cl)cc3)C2)cs1 (stereo not drawn)	-3%[76.3 µM]
COc1ccc(NC(=O)/C=C/c2ccc(OC(F)F)cc2)cn1	-9%
COc1ccccc1CN1CCc2c([nH]c3ccccc23)C1	-15%[76.3 µM]
COc1ccc(CCN(C(=O)c2snc(C(N)=O)c2N)C(C)C(=O)NC2CCCCC2)cc1OC (stereo not drawn)	5%
CN(C)C(=O)c1cc(C(=O)c2ccccc2)c[nH]1	5%
